Screens as filed in PubChem.
Neddylation inh = cullin neddylation inhibition. P61081+Q13564. TR-FRET cullin neddylation, biochemical. calls only at 25 µM. hit rate 0.58% among 360,000. AID 651699; in the data active = inhibition above about 36%
Rpn11 block = Rpn11 (human) deubiquitinase inhibition; hit rate 0.59% among 360,000; calls only at 20 µM; human 26S proteasome, Ub4-pepOG fluorescence polarization; 20S core pre-blocked with epoxomicin; O00487;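 active = inhibition at 20 µM, scaled to each plate's controls, above about 33%, limit read from the data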
SUMO1-SIM PPI = alters human SUMO1 binding to SIM partners; inhibition, % at 20 µM; hit rate 0.33% among 360,000; SUMO1 binding to a labelled peptide, TR-FRET, 1 h; P63165; in the data active = inhibition above about 37%
Target sequence (P63165 whole entry, looked up): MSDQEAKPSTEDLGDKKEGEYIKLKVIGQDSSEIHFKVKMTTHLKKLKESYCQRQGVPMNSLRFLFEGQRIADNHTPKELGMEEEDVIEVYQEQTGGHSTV
DNMT1 block = inhibitors of human DNMT1; P26358; inhibition (reported as % activation of signal), % at 10 µM; hit rate 0.83% among 360,000; DNMT1 molecular beacon, Hinp1I cleavage, fluorescence; in the data active = inhibition above about 50%
STEP inh = blocks human striatal-enriched tyrosine phosphatase | recombinant STEP, OMFP fluorogenic substrate, fluorescence | P54829 | AID 588621 | inhibition, % at 20 µM | hit rate 0.25% among 360,000;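 active = inhibition at 20 µM, scaled per plate between control wells, above about 37%, limit read from the data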;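 note: 0% = DMSO with enzyme and substrate and 100% = substrate only without enzyme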
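Material: STEP (striatal-enriched tyrosine phosphatase) enzyme, cell-free; Compound dosing: 20 µM single dose in 1% DMSO; Technique: fluorescence read at 480 nm ex / 540 nm em; Times: reaction 20 min, ambient temperature; Medium: 50 mM Bis-Tris pH 6.0 with 2.5 mM DTT and 0.005% Tween 20; Also added: OMFP at 25 µM.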
Scp-1 inhibitor = inhibitors of human Scp-1 phosphatase; Q9GZU7; Recombinant Scp1, phosphopeptide, malachite green phosphate absorbance; inhibition, % at 20 µM; hit rate 0.88% among 340,000;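 active = inhibition above about 50% at 20 µM, limit read from the data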;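 note: plate controls were DMSO wells with enzyme for no effect and wells lacking enzyme for full effect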
Target sequence (Q9GZU7 76-261 limits assumed): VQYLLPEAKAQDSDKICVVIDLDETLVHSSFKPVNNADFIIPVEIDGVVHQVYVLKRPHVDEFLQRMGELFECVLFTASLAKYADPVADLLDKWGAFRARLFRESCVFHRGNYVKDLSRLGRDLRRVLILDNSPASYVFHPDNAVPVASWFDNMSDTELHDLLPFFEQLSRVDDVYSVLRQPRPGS
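System: truncated SCP-1 phosphatase (76-261aa); medium: Tris acetate buffer pH 5.5 with MgCl2 and Tween-20; incubation: 45 min room-temperature reaction, 5 min colour, 30 min stabiliser; compound: single 20 µM dose, 1% DMSO; reagent: Phosphorylated 17-residue peptide substrate; read-out: % inhibition at 20 µM; technique: colorimetric free-phosphate detection, absorbance 630 nm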
NadD block = inhibitors of Staphylococcus aureus NadD | AID 602399 | hit rate 0.78% among 360,000 | purified NadD enzyme, colorimetric absorbance read-out | inhibition, % at 20 µM; in the data active = inhibition above about 26%; note: some compounds past the cut are filed as inactive
Rin1-Abl PPI inh = inhibitors of human Rin1-Abl protein interaction. P00519+Q13671. TR-FRET Rin1/Abl binding, biochemical. inhibition, % at 7.35 µM. hit rate 0.4% among 360,000. AID 588664; in the data active = inhibition above about 5%, passing the limit was not always enough
CSN inh = inhibitors of human CSN-mediated cullin deneddylation | Q92905 | Purified CSN, SCF-Nedd8-OG deneddylation, fluorescence polarization | inhibition, % at 12.5 µM | hit rate 0.38% among 360,000;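 active = pattern-corrected inhibition above about 35%, with an unprinted fluorescence ratio check between 0.5 and 1.5, limit read from the data, passing the limit was not always enough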;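 note: 0% = enzyme with substrate and 100% = substrate without enzyme; some results filed as inactive read as strong as hits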
Target sequence (Q92905 whole entry, looked up, one chain of several): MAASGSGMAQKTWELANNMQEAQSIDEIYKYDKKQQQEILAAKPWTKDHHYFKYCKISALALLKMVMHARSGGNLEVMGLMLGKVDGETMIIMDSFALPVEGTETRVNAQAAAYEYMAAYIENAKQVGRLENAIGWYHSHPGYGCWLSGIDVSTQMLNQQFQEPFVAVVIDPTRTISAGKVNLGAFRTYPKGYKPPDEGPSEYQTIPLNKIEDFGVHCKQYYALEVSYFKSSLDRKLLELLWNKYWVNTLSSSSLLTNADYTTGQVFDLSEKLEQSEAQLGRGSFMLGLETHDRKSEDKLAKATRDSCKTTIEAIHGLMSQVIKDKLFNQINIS
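Schedule: reaction 90 min, room temperature / Assay system: HEK293T-derived human Csn5 enzyme / Input: Csn5 at 0.24 nM final / Measure: inhibition of Csn5 cleavage, % / Control set: substrate-only high control, full reaction low control / Technique: fluorescence polarization of the substrate / Buffer or medium: Tris/NaCl/DTT buffer, pH 7.5 / Reagent: SCFSkp2-Nedd8OG substrate at 10 nM final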
LMPTP inh = LMPTP (human) inhibition. inhibition, % at 20 µM. recombinant LMPTP-A, OMFP fluorogenic substrate, fluorescence intensity. P24666. hit rate 0.22% among 360,000. AID 651560;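 active = compounds that cut the enzyme signal by at least half of the control window in the single-dose screen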;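 note: plate controls were DMSO wells with enzyme plus substrate for no effect and substrate without enzyme for full effect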
Target sequence (P24666 whole entry, looked up): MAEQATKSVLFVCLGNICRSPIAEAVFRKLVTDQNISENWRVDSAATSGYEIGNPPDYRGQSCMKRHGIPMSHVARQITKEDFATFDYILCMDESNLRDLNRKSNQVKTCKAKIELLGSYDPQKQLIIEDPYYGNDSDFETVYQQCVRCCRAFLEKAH
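Test system – LMPTP-A enzyme · Amount – LMPTP-A at 0.625 nM final in the reaction · Buffer or medium – Bis-Tris pH 6.0, DTT, detergent · Reagent – OMFP 400 µM · Doses – single 20 µM dose · Schedule – reaction 50 min, room temperature, dark · Detection – fluorescence intensity of OMFP turnover product · Evaluation – percent inhibition versus substrate-only and uninhibited controls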
* marks the source's active call; other numbers are inactive results; i = inactive; · = no result given; + = active, no number; & = joins results of further samples.

molecule	Neddylation inh	Rpn11 block	SUMO1-SIM PPI	DNMT1 block	STEP inh	Scp-1 inhibitor	NadD block	Rin1-Abl PPI inh	CSN inh	LMPTP inh
Cc1csc(N(C)C(=O)CSc2nnc(COc3cccc4ccccc34)o2)n1	i	i	-2	-11	3	-3	2	0	4	3.0
Cc1cc(=O)n2nc(N3CCC(C(=O)NCc4ccco4)CC3)sc2n1	i	i	1	0	-4	-6	-7	2	4	-1.7
O/C(=C\c1nc2ccccc2nc1/C=C(\O)c1ccccc1)c1ccccc1	i	i	-38	-1	0	-2	2	-7	2	2.8
CCC(C(=O)NC(C)CCc1ccccc1)n1nc(C)n2c(cc3occc32)c1=O (configuration not stated)	i	i	1	-3	0	-5	0	2	-8	7.4
CCN(CC)CCNC(=O)c1[nH]c2ccc(OCc3ccccc3)cc2c1C	·	i	-4	1	0	-7	-3	-1	-2	-0.4
COc1ccc2c(c1)c(/C=C/c1cc[n+](C)cc1)cn2C	i	·	-98	4	-4	41	15	-52	74*	3.1
Cc1c(O)c(CN2CCCC2)cc2c3c(c(=O)oc12)CCC3	·	i	16	-5	3	-1	18	-2	6	5.1
CCSc1nnc(SCC(=O)c2c(N)n(C)c(=O)n(C)c2=O)s1	i	i	6	6	1	-5	-1	2	-2	-1.3
CN(Cc1ccccc1)S(=O)(=O)c1ccc(OCC(=O)N2CCC(C(N)=O)CC2)cc1	i	i	-1	3	-1	-4	1	2	-1	-1.9
NC(=O)c1ccc(NC(=O)COC(=O)c2cc3c(s2)CCC3)cc1	i	i	11	80*	35	85*	-2	-1	2	24
COc1ccccc1NC(=S)NCc1ccc(F)cc1	i	i	5	-1	2	-2	4	-3	0	-1.8
Brc1ccc(CN2CCN(c3ccccc3)CC2)o1	i	i	-2	-1	-1	-7	0	-1	-2	-0.7
CCCCCc1cc(=O)oc2c(C(CCN3CCN(c4ccccc4)CC3)c3ccc4c(c3)OCO4)c(OC)cc(OC)c12 (configuration not stated)	i	i	2	0	8	8	13	0	0	13
O=C(CN1C(=O)CCS(=O)(=O)c2ccccc21)Nc1ccccc1F	i	i	2	3	0	-5	0	3	-2	-0.9
COc1ccc(-c2cnc3nc(/N=C/N(C)C)nn3c2/N=C/N(C)C)cc1	i	i	0	-1	2	-3	0	2	7	0.1
Nc1c(C(=O)CSc2nnc(COc3ccc(Cl)cc3)o2)c(=O)[nH]c(=O)n1C1CC1	i	i	17	-9	-2	1	1	-1	-1	-1.9
O=C1c2[nH]c(=O)[nH]c(=O)c2CN1Cc1ccccc1	i	i	-4	5	-2	5	-1	-1	-2	-0.6
O=C1CCN(Cc2ccccc2)C=C1C(=O)c1ccccc1	i	i	5	-1	-2	-8	-6	-2	-5	-0.2
CN(C)CCN1CCN(C2CN(Cc3ccc([N+](=O)[O-])cc3)S(=O)(=O)C2)CC1 (configuration not stated)	i	i	-28	19	7	·	-3	3	2	45
Cc1ccc(OCC(=O)N2CCCCC2C)c([N+](=O)[O-])n1 (configuration not stated)	i	i	-11	3	4	-7	-2	4	-6	-1.1
CCOc1ccc2nc(NCCNC(=O)c3cc(OC)c(OC)c(OC)c3)c(C#N)cc2c1	·	i	-11	1	-1	-10	-5	0	0	0.5
COCCNC(=O)CSc1nc2cc(OC)c(OC)cc2c(=O)n1Cc1ccc(OC)cc1	i	i	3	2	1	-4	9	-3	-9	-1.4
CCCCCCSc1ccc([C@H]2N[C@@](Cc3ccccc3)(C(=O)OC)[C@H]3C(=O)N(C)C(=O)[C@@H]23)cc1OC	i	i	-13	-1	2	-11	-6	0	1	2.3
Cc1ccc(C(=O)N2CC(=O)Nc3ccc(F)cc3C2c2ccccc2)cc1 (configuration not stated)	i	i	-3	2	-1	0	0	2	-4	-1.4

Some of these compounds in order of their number in DNMT1 block, lowest first.
molecule	Neddylation inh	Rpn11 block	SUMO1-SIM PPI	DNMT1 block	STEP inh	Scp-1 inhibitor	NadD block	Rin1-Abl PPI inh	CSN inh	LMPTP inh
COc1ccccc1NC(=S)NCc1ccc(F)cc1	i	i	5	-1	2	-2	4	-3	0	-1.8
COCCNC(=O)CSc1nc2cc(OC)c(OC)cc2c(=O)n1Cc1ccc(OC)cc1	i	i	3	2	1	-4	9	-3	-9	-1.4
O=C(CN1C(=O)CCS(=O)(=O)c2ccccc21)Nc1ccccc1F	i	i	2	3	0	-5	0	3	-2	-0.9

Next compounds
molecule	Neddylation inh	Rpn11 block	SUMO1-SIM PPI	DNMT1 block	STEP inh	Scp-1 inhibitor	NadD block	Rin1-Abl PPI inh	CSN inh	LMPTP inh
CCC(=O)Oc1cccc(C(=O)Nc2cccc(NC(=O)c3ccco3)c2)c1	i	i	-1	0	-4	-2	-9	7	-2	0.4
COc1cc(NC(=O)c2nccnc2N)cc(C(=O)Nc2cccc(C(F)(F)F)c2)c1	i	i	-2&3	-4&-10	-1&1	6	-10&-1	1&0	1&-2	2.3&1.7
Cc1cc2cc(C)c3nnc(SCC(=O)NCc4ccco4)n3c2cc1C	i	i	7	6	1	9	-5	-1	-5	-1.8
Cc1cc2cc(CNC(=O)c3cccs3)ccc2n1C	i	i	-8	-6	3	-5	13	-3	-4	12
COc1ccc(NC(=O)c2cc(C3CCCCN3S(=O)(=O)Cc3ccccc3)on2)cn1 (configuration not stated)	i	i	3	-4	2	·	3	-3	2	0.2
COc1ccc(N(CC(=O)Nc2ccccc2Cl)S(=O)(=O)c2ccc(C)cc2)cc1OC	i	i	2	-3	-1	-5	-4	1	2	2.2
COc1ccccc1N(CC(O)CN1CCOCC1)S(=O)(=O)c1ccccc1 (configuration not stated)	i	i	2	1	0	-2	1	4	-3	-1.5
c1ccc2c(c1)nc(CN1CCOCC1)n1c3ccccc3nc21	·	i	-2	1	-2	9	-1	2	-1	0.7
CC(=O)Nc1cccc(NC(=O)c2c(-c3ccccc3Cl)noc2C)c1	i	i	3	-2	0	-8	0	3	-3	-1.5
COc1ccc(NC(=O)CN(C)C(=O)C2CC(=O)N(Cc3ccc(C)cc3)C2)cc1 (configuration not stated)	i	i	-25	2	0	-10	1	5	-2	-9.7
O=C(OCc1cc(=O)c(OC(=O)c2ccccc2)co1)c1ccccc1	i	i	-4	1	1	-5	-2	3	5	-0.9
C/C(=N\Nc1nc2ccc(Cl)cc2o1)c1ccccc1	i	i	3	-1	-1	-1	-5	1	-4	0.3

The listing continues:
Each structure is followed by: Neddylation inh, Rpn11 block, SUMO1-SIM PPI, DNMT1 block, STEP inh, Scp-1 inhibitor, NadD block, Rin1-Abl PPI inh, CSN inh, LMPTP inh
CC1CN(C(=O)C2CC(=O)N(c3ccc(Cl)cc3)C2)CC(C)O1 (configuration not stated)
 : i, i, 5, 1, 0, -1, 0, 0, 1, -0.7
O=C(CN(Cc1ccco1)C(=O)c1ccc(F)cc1F)Nc1ccccc1C(F)(F)F
 : i, i, 0, -6, -2, -5, -3, 0, -3, -0.2
COc1cccc(SCC2CSc3nc4ccccc4c(=O)n32)c1 (configuration not stated)
 : i, i, 3, 2, 1, 1, 1, -1, -1, 0.4
CC1(C)Cc2cccc(OCC(=O)N3CCN(c4ccccc4)CC3)c2O1
 : i, i, 3, -2, 0, -8, -8, -1, 4, 0.1
CCOC(=O)CN(C(=O)CSc1nnnn1C)c1ccccc1
 : i, i, 1, 1, -2, -2, 3, -2, 0, -0.3
COc1ccccc1N1CCN(C(=O)c2cc(S(=O)(=O)N3CCOCC3)ccc2C)CC1
 : i, i, 5, 20, 1, 1, 2, -2, 2, -1.6
CCCc1c(C)c(C#N)c2nc3ccccc3n2c1NCCCN1CCOCC1
 : +, i, -13, -7, 1, -6, 0, -1, 4, 9.2
CC1(C2CC2)NC(=O)N(CC(=O)Nc2ccccc2-c2ccccc2)C1=O (configuration not stated)
 : i, i, 2, -3, 4, -3, -2, -2, 0, 1.3
CCOC(=O)c1cnc2ccc(OCC)cc2c1N1CCN(c2ccccc2OC)CC1
 : i, i, -6, -4, 0, -2, 0, -2, 0, 5.0
Cc1ccc(OCC(=O)NNC(=O)C2CCC2)cc1C
 : i, i, 3, 2, 0, 3, 5, 0, -3, -1.6
CC(C)c1ccc(C(=O)NCCCNC(=O)c2cnccn2)cc1
 : i, i, 2, -1, -1, 1, -1, 4, -2, -0.6
COc1ccc(OC)c(NC(=O)CSc2nc3ccccc3c(=O)n2CCNC(C)=O)c1
 : i, i, 5, 0, -3, -9, 4, -4, -3, 0.0
Cc1ccc(-c2nn(-c3ccccn3)c(=O)c3ccccc23)cc1C
 : i, i, 0, -2, -2, 16, 1, -1, -3, 0.0
CC(=O)c1cccc(S(=O)(=O)N2CCN(c3ccccc3F)CC2)c1
 : i, i, 0, -1, 0, -6, -6, -2, 6, 0.0
COc1ccc2c([N+](=O)[O-])c(N3CCCC3)[nH]c2c1
 : i, i, 4, 4, 1, -5, -2, 0, 0, 0.2
